# High-throughput results: PubChem BioAssay, National Center for Advancing Translational Sciences (NCATS)
# aSyn yeast rescue: alpha-synuclein toxicity suppression in yeast; hit rate 0.02% among 94,000; S. cerevisiae alpha-synuclein toxicity rescue, BacTiter-Glo growth, 24 h; AID 1347070; Potency, µM (doses to about 46.1 µM), inactives show at the highest dose growth rescue (activation), usual class: activators; active means well fitted activation curve with a large enough effect; further: 0% is about no effect
#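 Growth restoration measured by BacTiter-Glo luminescence after 24 hr at 30 deg C; alpha-synuclein yeast, raffinose-pregrown to mid-log, were added at OD600=0.02 in galactose medium onto pinned compounds.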
# An asterisk follows results filed as active; & = joins results of further samples; [ ] = another dose, or the depositor's remark. Potency means the concentration at half of the fitted maximal effect.
SMILES,aSyn yeast rescue
Cc1ccc(NC(=O)C2CCCN(S(=O)(=O)c3cccs3)C2)c(C)c1 (stereo unspecified),2%
O=C(CSc1nc2c(c(=O)[nH]1)CN(Cc1ccc3c(c1)OCO3)CC2)Nc1cccc(Cl)c1,0%
CC1CCN(c2ccc(-c3cccc(NC(=O)c4ccco4)c3)nn2)CC1,-10%
CC1CCN(C(=O)c2ccccc2NC(=O)c2nsc3ccccc23)CC1,4%
COc1ccc(-c2noc(CN3CCN(c4ccccc4OC)CC3)n2)cc1OC,9%
Cc1nc2sccn2c(=O)c1S(=O)(=O)NCc1ccccc1,-6%&-8%
COc1ccc(S(=O)(=O)N(CC(=O)Nc2cccc(C(F)(F)F)c2)c2ccc(C)cc2)cc1,13%
O=C(c1ccc(F)cc1)N1CCN(CCc2ccncc2)CC1,-5%
O=C(/C=C/c1ccccc1)Nc1ccc2c(c1)OCCO2,-3%
Cn1c(N)c(C(=O)COC(=O)CCOc2ccc(C(C)(C)C)cc2)c(=O)n(C)c1=O,10%
O=C1c2ccccc2C(=O)c2[nH]c(=O)[nH]c21,-6%
CCOC(=O)c1c(C)oc2nc(C)nc(NCCc3ccc(S(N)(=O)=O)cc3)c12,0%
Cc1ccc(S(=O)(=O)NC(C)C(c2cccs2)N2CCN(c3ccccc3)CC2)cc1 (stereo unspecified),-4%
O=c1oc2cc(O)ccc2cc1-c1nc(-c2ccc(Cl)c(Cl)c2)cs1,1%
CC1=C(C(=O)Nc2cccc(Cl)c2C)C2(CCCCCC2)OC1=O,-16%
CC1=Nc2cc(C(=O)NCCCOC(C)C)ccc2Sc2ccc(C)cc21,17%
Cc1cccc(OCCCC(=O)Nc2sc3c(c2C(N)=O)CCC(C)C3)c1 (stereo unspecified),0%
O=C(O)c1cccc(NC(=O)c2cccc(S(=O)(=O)Nc3cccc(F)c3)c2)c1,2%
Cc1ccc(N2CCN(C(=O)c3cccn4c(=O)c5ccc(Cl)cc5nc34)CC2C)cc1 (stereo unspecified),-6%
Cc1nn(CC(=O)O)c(C)c1[N+](=O)[O-],-48%[inhibitor]

# For reference, part of the list above.
SMILES,aSyn yeast rescue
O=C1c2ccccc2C(=O)c2[nH]c(=O)[nH]c21,-6%
CCOC(=O)c1c(C)oc2nc(C)nc(NCCc3ccc(S(N)(=O)=O)cc3)c12,0%
Cc1ccc(S(=O)(=O)NC(C)C(c2cccs2)N2CCN(c3ccccc3)CC2)cc1 (stereo unspecified),-4%
O=c1oc2cc(O)ccc2cc1-c1nc(-c2ccc(Cl)c(Cl)c2)cs1,1%
CC1=C(C(=O)Nc2cccc(Cl)c2C)C2(CCCCCC2)OC1=O,-16%

# (next part)
SMILES,aSyn yeast rescue
CCCC12CN3CC(CCC)(CN(C1)C3c1ccc(OC(C)C)cc1)C2=O (stereo unspecified),-12%
CC(=O)Nc1nonc1-c1nnc(SCC(=O)Nc2cc(Cl)ccc2C)n1C,2%
COc1ccc(NC(=O)CSc2nc(-c3cc(OC)c(OC)c(OC)c3)[nH]c2-c2ccc(F)cc2)cc1,-1%
CSc1ccc(CCNC(=O)c2ccc3c(Cl)c4c(nc3c2)CCCC4)cc1,1%
O=C(CC1N=C2c3ccccc3N=C(SCc3ccc(Cl)cc3)N2C1=O)NC1CCCCC1 (stereo unspecified),0%
CSc1ncnc2c1ncn2CCCNCC1CCCO1 (stereo unspecified),-4%
CC(=O)c1ccc(N2CCN(C(=O)[C@H](C)NC(=O)c3ccccc3Cl)CC2)cc1,-1%
O=C(O)/C=C/c1cn(-c2ccccc2)nc1-c1ccc(-c2ccc([N+](=O)[O-])cc2)o1,-6%
CC(C)c1noc(-c2ccccc2OCC(=O)Nc2cccc([N+](=O)[O-])c2)n1,3%
CCc1ccc(NC(=O)c2cc(-c3cccs3)on2)cc1,-20%
Cn1c(Oc2ccc(Cl)cc2)nc2c1c(=O)n(Cc1ccc(F)cc1)c(=O)n2C,0%
O=C(COc1ncnc2ccccc12)N1CCN(c2ccccc2)CC1,6%
CC(NC(=O)CN(c1ccc(Cl)cc1Cl)S(=O)(=O)c1ccccc1)c1ccccc1 (stereo unspecified),6%
CCc1nnc(NC(=O)C2Cc3ccccc3C(=O)O2)s1 (stereo unspecified),-4%
Cn1c2ccccc2c2cnn(CC(=O)Nc3ccccc3Br)c(=O)c21,-3%
O=[N+]([O-])c1ccc(N/N=C/c2ccccc2O)cc1,-17%
CCc1ncc(C(O)c2ccc(Cl)cc2)n1Cc1ccccc1 (stereo unspecified),7%
Cn1c(=O)n(C)c2cc(N3CCCC3)c(NC(=O)Nc3ccccc3)cc21,1%
CC(C)C(NC(=O)C1CCC(C(C)(C)C)CC1)C(=O)NCCCN1CCCCC1 (stereo unspecified),0%
Cn1c(SCc2nc3ccccc3c(=O)[nH]2)nc2ccccc21,-10%

# Among those listed so far, these have an NH in an aromatic ring.
SMILES,aSyn yeast rescue
O=C(CSc1nc2c(c(=O)[nH]1)CN(Cc1ccc3c(c1)OCO3)CC2)Nc1cccc(Cl)c1,0%
O=C1c2ccccc2C(=O)c2[nH]c(=O)[nH]c21,-6%
COc1ccc(NC(=O)CSc2nc(-c3cc(OC)c(OC)c(OC)c3)[nH]c2-c2ccc(F)cc2)cc1,-1%
Cn1c(SCc2nc3ccccc3c(=O)[nH]2)nc2ccccc21,-10%

# Further entries follow:
SMILES,aSyn yeast rescue
CSc1ccc(CN2CCC(N3CCC(C(=O)NC4CC4)CC3)CC2)cc1,5%
CC(CCc1ccccc1)NC(=O)CSc1n[nH]c(-c2ccccc2Cl)n1 (stereo unspecified),-3%
CC1Cc2cc(S(=O)(=O)CCC(=O)Nc3cccc(F)c3)ccc2N1C(=O)C1CC1 (stereo unspecified),8%
COc1cc(NC(=O)c2noc3c2CSc2ccccc2-3)cc(OC)c1OC,-28%
COc1cc(OC)c(NC(=O)CC(C)S(=O)(=O)c2ccc3c(c2)NC(=O)CO3)cc1Cl (stereo unspecified),1%
CCOc1cc(C2C(C(=O)Nc3ccc(OC)cc3)=C(C)Nc3nc(SC)nn32)ccc1O (stereo unspecified),-7%
N#CCCN(C(=O)CO/N=C/c1cccc([N+](=O)[O-])c1)c1ccccc1,0%
COc1cc(NC(=O)N(Cc2ccco2)C2CCN(C(C)=O)CC2)cc(OC)c1OC,0%
NS(=O)(=O)c1ccc(N2C(=O)CCCC2=O)cc1,7%
COc1cc(OC)c(NC2c3ccccc3C(=O)N2c2cc(C)ccn2)cc1Cl (stereo unspecified),1%
Cc1ccc(-n2ncc(C(=O)NCCCN3CCN(C)CC3)c2C2CCN(C(=O)OC(C)(C)C)CC2)c(C)c1,3%
COCCCNCCCOc1ccc(Cl)cc1C(C)(C)C,3%
Cc1nc(-n2nc(C)c(Cc3ccc4c(c3)OCO4)c2C)sc1C(=O)Nc1ccc(Cl)cc1,-8%
CCN1CCN(C(=O)Cn2ncc3c4ccccc4n(Cc4ccccc4F)c3c2=O)CC1,0%
Cc1ccc(CNC(=S)Nc2cc(C)ccc2OC(F)F)cc1,6%
COc1cc(OC)cc(C(=O)N2CCN(S(=O)(=O)c3ccc4c(c3)OCCO4)CC2)c1,1%
CC(=O)N1CCc2nc3ccccc3cc21,5%
CC(C)c1ccc(NC(=O)CN2C(=O)c3cccc4cccc2c34)cc1,-1%
CC(C)(C)OC(=O)N1CCC(c2c(C(=O)NCCc3ccsc3)cnn2-c2ccc(F)cc2F)CC1,4%
Cn1nnnc1Sc1ccc(C(=O)O)cc1[N+](=O)[O-],-5%
COC(=O)CNC(=O)COC(=O)c1ccc(OC)c([N+](=O)[O-])c1,4%
CCN(CC)c1nc(-c2ccccn2)nc(-c2ccccc2)c1C#N,-38%[inhibitor]
Cc1ccc2c(CC(=O)Nc3ccc(S(=O)(=O)N4CCCCC4)cc3)coc2c1,5%
CCCc1cc(C(=O)NC2CCCC2)no1,-4%
Cc1nc(-c2nnc(SCC(=O)Nc3cc(C(F)(F)F)cc(C(F)(F)F)c3)n2C)cs1,2%
Cc1ccc(N2CC(=O)Nc3c(sc4nc(C)cc(C)c34)C2=O)cc1,-33%[inhibitor]
O=C(Nc1ccc(F)c(F)c1)c1ccc(F)c(S(=O)(=O)N2CCC3(CC2)OCCO3)c1,-5%
Cc1n[nH]c(=O)c2c(NC(=O)COC(=O)c3cc(F)cc(F)c3)oc(C)c12,-46%[inhibitor]
Cc1ccc(-n2ncc3c(N4CCC(Cc5ccccc5)CC4)ncnc32)cc1C,11%
CCOCCCNC(=S)N1C2CCC1CC(NC(=O)Nc1ccc(C(=O)OCC)cc1)C2 (stereo unspecified),5%
C[C@H](CO)N1C[C@H](C)[C@H](CN(C)C(=O)CC2CC2)Oc2cc(Br)ccc2S1(=O)=O,7%
CCCN(Cc1cc2cc(C)ccc2[nH]c1=O)C(=O)c1cccc(Cl)c1,2%
COC(=O)c1cc2oc3ccccc3c2n1Cc1ccc(C)cc1,-4%
O=Cc1ccc(-c2cc(Cl)ccc2Cl)[nH]1,6%
N[C@H](CSCc1ccccc1)C(=O)Nc1ccc([N+](=O)[O-])cc1,-4%
COc1cccc(-c2nc3c(c(SCC(=O)Nc4cccc(C)c4C)n2)Cc2c(CO)cnc(C)c2O3)c1,-13%
c1ccc(-c2c[n+]3c(n2-c2ccccc2)SCC3)cc1,-9%
Cn1c(=O)c2c(-c3ccccc3Cl)n(Cc3ccc(Cl)cc3)cc2n(C)c1=O,30%
O=C1CCCCC1Sc1ccc(Cl)cc1[N+](=O)[O-] (stereo unspecified),-4%
Cc1ccc(CNc2ccc(-c3nc(-c4ccco4)no3)cc2[N+](=O)[O-])cc1,-2%
CCCCCN(C(=O)CCC(=O)OCC(=O)c1c(C)cc(C)cc1C)c1c(N)n(CCCC)c(=O)[nH]c1=O,3%
COCCc1nn2c(=O)cc(COC(=O)c3ccc4c(c3)OCO4)nc2s1,-5%
Cc1ccc(S(=O)(=O)Nc2cccc(-c3ccc4nncn4n3)c2)cc1,-9%
COc1ccc2cc(CNc3ccc(C)cc3)c(=O)n(CC(=O)Nc3cccc(C(F)(F)F)c3)c2c1,-7%
CCNC(=O)CN(c1ccccc1OC)S(=O)(=O)c1cccs1,2%
Nc1nonc1-c1nc2ccccc2n1CC(=O)Nc1ccccc1C(=O)O,4%
COc1ccc(C(=O)COc2ncnc3cc(Cl)ccc23)cc1,6%
Cc1ccc(Cn2c(CNC(=O)c3ccc(Cl)c([N+](=O)[O-])c3)nc3cccnc32)cc1,4%
NC(=O)COC(=O)/C=C/c1ccc2ccccc2n1,-1%
COCCNC(=O)Cn1c(=O)n(CCCCCC(=O)NCc2ccc3c(c2)OCO3)c(=O)c2sccc21,0%

# Additional compounds.
SMILES,aSyn yeast rescue
COc1ccc(N2CCN(S(=O)(=O)c3ccc4c(c3)NC(=O)C(C)C(=O)N4)CC2)cc1 (stereo unspecified),1%
CCOC(=O)C1=C(CN2CCN(CC)CC2)NC(=O)NC1c1ccc(Cl)cc1 (stereo unspecified),-3%
CC(C)(C)OC(=O)N1CCc2onc(-c3ccc([N+](=O)[O-])cc3)c2C1=O,-10%
Cc1c(C(=O)Nc2ccc(F)c(C(F)(F)F)c2)sc2nc(-c3ccccc3)cn12,-8%
Cc1cccc(CNC(=O)c2cnc3sc(N4CCOCC4)nn3c2=O)c1,-4%
Cc1ccc(-n2cnc3cc(C(=O)NC4CCCCCC4)ccc32)c(C)c1,-8%
COc1ccc(-c2nc(-c3cc4cc(Br)ccc4oc3=O)cs2)cc1,-1%
Cc1ccc(OCC(=O)Nc2ccc(S(=O)(=O)Nc3ccccn3)cc2)cc1C,-3%
CC1CC(C)CN(C(=O)CSc2nnc(-c3ccco3)o2)C1 (stereo unspecified),-1%
O=C(Nc1cccc(C(=O)OCc2cc(=O)n3nc(C4CC4)sc3n2)c1)c1cccc(Cl)c1,1%
O=C(CCCn1c(=O)c2ccccc2n(Cc2cccc(F)c2)c1=O)NCc1ccccc1Cl,-9%
O=C(NCc1ccco1)c1ccc(Cn2c(SCc3ccccc3F)nc3cccnc32)cc1,7%
Cc1cc(C)c(NC(=O)Cn2c(=O)n(Cc3ccc(C(=O)NCc4ccco4)cc3)c(=O)c3sccc32)c(C)c1,0%
CC(C)C1Oc2ccccc2N(CC(=O)N(C)C2CCCCC2)C1=O (stereo unspecified),-3%
CC(C)c1nc(SCc2ccccn2)c2c(=O)n(C)c(=O)n(C)c2n1,-8%
CCOc1ccccc1NC(=O)CSc1nccn1-c1cccc(C)c1,5%
Cc1ccc(C(=O)Nc2ccc(-n3c(C)nc4ccccc4c3=O)cc2)cc1[N+](=O)[O-],-8%
O=c1c2cn[nH]c2[nH]c(=S)n1-c1ccccc1Cl,-3%
O=C(Cc1ccc(F)cc1)Nc1cc(S(=O)(=O)N2CCOCC2)ccc1N1CCCCC1,2%
CNC(=O)Nc1ccc(S(N)(=O)=O)cc1,1%

# Quoted at random: 3 records from the list.
SMILES,aSyn yeast rescue
CC(C)c1nc(SCc2ccccn2)c2c(=O)n(C)c(=O)n(C)c2n1,-8%
O=C(CCCn1c(=O)c2ccccc2n(Cc2cccc(F)c2)c1=O)NCc1ccccc1Cl,-9%
CCN1CCN(C(=O)Cn2ncc3c4ccccc4n(Cc4ccccc4F)c3c2=O)CC1,0%

# Continued:
SMILES,aSyn yeast rescue
O=C(CCCl)Nc1nc2c(s1)CCc1ccccc1-2,-2%
CC(=O)Nc1sc(C)c(C)c1C(=O)OCC(=O)Nc1ccccc1C(F)(F)F,-3%
O=C(NCc1ccco1)C(=O)NCc1ccccc1Cl,-6%
COc1cc2c(=O)n(Cc3ccccc3)c(=O)n(CC(=O)Nc3cc(C(F)(F)F)ccc3Cl)c2cc1OC,3%
Cc1nnc2c3ccccc3c(-c3cccs3)nn12,6%
Nc1c(C(=O)Nc2ccc(OC(F)(F)F)cc2)nnn1Cc1ccccc1,-4%
COc1ccc(-n2ccn3c(CC(C)(C)CC(=O)O)nnc3c2=O)cc1,-2%
O=C(OCCN1CCCCC1)C1(c2ccccc2)CCCC1,-6%
O=C(CCS(=O)(=O)c1cc2c(cc1Cl)NC(=O)CO2)NCCc1ccc(Cl)cc1,6%
CN(CCCn1cnc2c(OCc3ccccc3)ncnc21)Cc1ccco1,9%
CCOC(=O)c1cc(C)n(CC2CCC(C(=O)Nc3ccc(C(C)=O)cc3)CC2)c1C (stereo unspecified),-5%

# Some of the compounds tested, so the mix of outcomes need not match the whole.
